# Source: PubChem BioAssay
# ARNT-TACC3 inh – ARNT/TACC3 interaction disruption; AlphaScreen His-ARNT PAS-B/GST-TACC3 binding, luminescence; TACC3 fragment carries E629A point mutation; inhibition, % at 9.99 µM; hit rate 0.66% among 390,000; AID 623870; Q9Y6A5;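 active means mean inhibition of replicates at least 50% and at least half of replicates each reaching 50%; inconclusive means half or more replicates reach 50% but mean below 50%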;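 further: 0% = complete ARNT plus TACC3 wells and 100% = ARNT alone without TACC3; many hits fall short of the cut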
# Cneo AK release – causes C. neoformans cell lysis. hit rate 0.2% among 360,000. adenylate kinase release luminescence, 4 h; normalised: neutral wells 0, clomiphene wells 100. lysis activity, % at 15 µM;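 active means mean lysis activity across replicates of at least 80%, whatever share of replicates individually reach that level; inactive means mean lysis activity below 80%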
#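 Assay system: Cryptococcus neoformans yeast cells / Dosing: single-point compound dose / Timing: 4 h at 37 °C static, read 1 h later / Measured by: luminescence of released adenylate kinase using an AK detection reagent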
# GSIS activator – primary screen for activators of insulin secretion dependent on glucose, INS-1E cells, GLuc reporter luminescence. AID 743287. activation, % at 16.6 µM. hit rate 0.61% among 370,000. INS-1E GLuc reporter insulin secretion, 2-3 h;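 active means lowest replicate activation of at least 40%, so every replicate reaches that level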;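 further: 0% = median of neutral control wells and 100% = median of IBMX positive control wells; some compounds called inactive have numbers as strong as hits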
# PAX8 inh HTS – inhibitors of PAX8 transcriptional activity in RMG-I cells. RMG-I TPO-luciferase reporter, SteadyGlo, 24 h. inhibition, % at 12.6 µM. hit rate 1.2% among 360,000. AID 652154;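 active means mean replicate inhibition at least 60% with every replicate also reaching 60%; inconclusive means only one of the two criteria is met; inactive means mean below 60% and not all replicates reaching 60%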;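 further: luciferase light reporting Pax8 driven TPO promoter activity; plate controls were median of neutral control wells for no effect and mitoxantrone controls for full effect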
# Statin myotox sup – protects C2C12 myotubes from simvastatin toxicity | ATP luminescence, 48 h; scaled: DMSO 0, geranylgeraniol control 100 | AID 602340 | rescue of ATP level, % at 7.49 µM | hit rate 0.78% among 330,000;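 active means mean ATP rescue above about 67%, or every replicate alone reaching that limit, limit read from the data, passing the limit was not always enough; inconclusive means no clear call, values can overlap the other calls; inactive means mean under the limit and some replicate under it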;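 further: myotubes were challenged with 10 µM simvastatin during compound exposure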
# LGR2 antag – inhibitors of bursicon-induced Drosophila LGR2 receptor cAMP signaling | hit rate 0.35% among 380,000 | HEK293 LGR2, CRE-luciferase, bursicon-stimulated, 4 h | inhibition, % at 9.99 µM | AID 720647;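 active means drop in luminescence signal, shown as inhibition above about 50% in the replicate tests, limit read from the data, passing the limit was not always enough; inconclusive means probably only some replicates passing the limit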;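 further: agonist challenge used bursicon conditioned medium at about half maximal strength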
# PGC1a acetyl inh – PGC1a acetylation modulation, inhibitor mode | U2OS PGC1a acetylation, AlphaScreen anti-acetyl-lysine; with virally co-expressed GCN5 acetyltransferase | inhibition, % at 15.6 µM | hit rate 0.17% among 350,000;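 active means every replicate shows inhibition of at least 40%; inconclusive means mean inhibition at least 40% but some replicate below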;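 further: 0% = neutral control wells and 100% = positive control wells; some results beyond the cut were filed as inactive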
# PglD inh – inhibitors of Campylobacter jejuni PglD acetyltransferase; purified PglD enzyme, DTNB colorimetric CoA detection; inhibition, % at 12.5 µM; hit rate 0.098% among 360,000; in the data active means inhibition above about 16%, passing the limit was not always enough; inconclusive means no clear call, values can overlap the other calls; further: strong numbers were not always called active
# An asterisk follows results filed as active; ? = inconclusive; nt = not tested or not shown.
# A first look, 2 compounds:
SMILES,ARNT-TACC3 inh,Cneo AK release,GSIS activator,PAX8 inh HTS,Statin myotox sup,LGR2 antag,PGC1a acetyl inh,PglD inh
COc1ccc(N(CC(=O)NC(C)C)C(=O)CCC(=O)Nc2ccccn2)cc1,-1,3,23,9,-2,2,11,2
Cc1cc(C)c(S(=O)(=O)NCC(c2cccnc2)N2CCN(Cc3ccccc3)CC2)c(C)c1 (configuration not stated),-2,-2,-8,6,-3,3,-3,11

# Results, from the first entry:
SMILES,ARNT-TACC3 inh,Cneo AK release,GSIS activator,PAX8 inh HTS,Statin myotox sup,LGR2 antag,PGC1a acetyl inh,PglD inh
COc1ccc(N(CC(=O)NC(C)C)C(=O)CCC(=O)Nc2ccccn2)cc1,-1,3,23,9,-2,2,11,2
Cc1cc(C)c(S(=O)(=O)NCC(c2cccnc2)N2CCN(Cc3ccccc3)CC2)c(C)c1 (configuration not stated),-2,-2,-8,6,-3,3,-3,11
C[C@@H]1CN([C@@H](C)CO)C(=O)Cc2cc(NC(=O)CCN3CCOCC3)ccc2O[C@H]1CN(C)S(=O)(=O)c1ccc(Cl)cc1,0,-2,4,nt,8,2,-4,-3
CCOc1ccc(NC(=S)N(CCN2CCOCC2)Cc2cc3cc4c(cc3[nH]c2=O)OCCO4)cc1,0,0,11,20,13,15,nt,0
O=C(Nc1ccc(Cc2ccncc2)cc1)c1ccc([N+](=O)[O-])o1,-9,0,-9,?,?,-4,-8,-1
CCNC(=S)N1C2CCC1CC(NC(=O)NC1CCCCC1)C2 (configuration not stated),-9,2,-2,nt,13,3,?,3
CCNc1nc(Oc2ccc(C(=O)OC)cc2)nc(N2CCOCC2)n1,-5,-8,11,7,3,9,4,-1
C[C@@H]1CN([C@H](C)CO)C(=O)c2cc(NC(=O)NC3CCCCC3)ccc2O[C@@H](C)CCCCO[C@@H]1CN(C)C(=O)Cc1ccccc1,-7,-6,-9,4,nt,2,2,-3
C=CCNC(=O)N1CCc2[nH]c3ccc(F)cc3c2C1,-21,-1,10,-16,2,0,2,-1
O=C(c1ccc(-n2cncn2)c([N+](=O)[O-])c1)N1CCN(S(=O)(=O)c2ccc(F)c(F)c2)CC1,-13,1,-7,15,-3,-2,-7,4
COC(=O)CCN1CCN(S(=O)(=O)c2ccccc2Br)CC1,1,nt,4,1,nt,-6,-2,nt
CCCn1c(C)cc(C(=O)COc2ccc(-c3nnco3)cc2)c1C,-5,nt,4,-35,nt,-45,1,nt
CC(C)=CC1C(C(=O)NCCOc2ccccc2)C1(C)C (configuration not stated),-7,-1,-2,15,2,5,11,2
C/C=C/c1ccc([C@@H]2[C@@H](CO)N3CCCCN(S(=O)(=O)c4ccc(OC)cc4)C[C@@H]23)cc1,18,3,-9,7,19,-7,-1,2
CCc1cc2cc(C)ccc2nc1SCC(=O)NC1CCCC1,-28,-4,0,9,-8,11,-11,-7
COc1cccc(CNc2ccc3[nH]c(=O)[nH]c3c2)c1OCc1ccccc1Cl,19,2,2,27,-9,3,nt,-4
CC(C)=CCCC(C)CN1CCC(N2CCC(C(=O)N3CCCC3)CC2)CC1 (configuration not stated),4,2,7,0,5,25,-2,-8
Cc1cc(NC(=O)COC(=O)[C@@H]2CCCN2C(=O)c2cccs2)no1,5,1,-4,4,-18,3,5,1
C=CCNC(=O)C1=NN(c2c(F)c(F)cc(F)c2F)C(=O)CC1,3,-1,-1,24,4,3,5,4
C=CCc1c(C)nc(C)nc1N/N=C/c1ccc(F)cc1,1,0,nt,nt,nt,nt,-1,1
CC(C)CC#Cc1cnc2c(c1)C(=O)N([C@@H](C)CO)C[C@H](C)[C@@H](CN(C)C(=O)CCN1CCCCC1)O2,-8,8,-9,nt,3,-42,1,-5
CCOC(=O)c1ccc(NC(=O)CCOc2ccccc2)cc1,-8,nt,-11,nt,nt,-30,-5,nt
CC(=O)Nc1ccc2c3c(cccc13)C(=O)N(c1ccccc1)C2=O,-12,nt,6,-1,nt,-2,nt,nt
Cc1ccc(OCCC(=O)OCC(=O)Nc2c(C)nn(-c3ccccc3)c2C)cc1,-15,-1,1,-3,-1,-6,nt,2
C=CCSc1nnc(NC(=O)C2CSC3(C)CCC(=O)N23)s1 (configuration not stated),0,0,-8,8,-18,-10,16,-1
C[C@H](NC(=O)C[C@H]1CC[C@H](NC(=O)CN2CCOCC2)[C@@H](CO)O1)c1ccccc1,-3,10,1,-10,3,-16,-6,0
O=C1N=C(N2CCOCC2)SC1=Cc1ccco1,7,3,11,-6,4,5,5,-3
COc1ccc(Cc2c(C3CCCCC3)nc3c(C)cc(Br)cn23)c(C)c1,nt,3,-28,35,-14,-1,-7,3
CO[C@@H]1CN(C)C(=O)c2cc(NC(=O)c3ccccc3)ccc2OC[C@@H](C)N(C(=O)C2CC2)C[C@@H]1C,9,48,5,nt,6,-3,3,-4
COC(=O)CCCCCCCCC(O)CN1CCCCC1 (configuration not stated),-2,1,12,-2,1,-2,0,-7
CC(C)(C)c1n[nH]c(=S)n(N)c1=O,1,0,nt,-1,0,nt,-2,0
Cc1ccc(-c2cc(C(=O)N3CC(C)OC(C)C3)c3ccccc3n2)o1 (configuration not stated),-3,4,-17,-5,1,-6,nt,-5
CNc1ncnc2c1ncn2[C@H]1CN(CCc2ccccc2)C[C@@H](CO)O1,nt,0,nt,-16,6,-5,9,2
O=C(CN1CCN(S(=O)(=O)c2cccc(F)c2)CC1)NCC1(N2CCOCC2)CCCCC1,-3,-1,-20,-9,-4,1,-4,3
O=C(Nc1ccc2c(c1)[C@H]1C[C@@H](CC(=O)N3CCCCC3)O[C@@H](CO)[C@H]1O2)C1CCC1,-7,2,1,-7,-1,6,-6,0
COc1cc(C(=O)OCC(=O)Nc2cccc(S(=O)(=O)N3CCCC3)c2)ccc1OCC(C)C,3,nt,-35,-5,nt,-16,nt,nt
COc1ccc(S(=O)(=O)N2CCC(C(=O)Nc3cc(Cl)ccc3N3CCOCC3)CC2)cc1OC,-3,nt,-1,15,-6,-3,-6,-3
COc1ccc(C2(SCC(N)C(=O)O)c3ccccc3-c3ccccc32)cc1 (configuration not stated),-6,nt,-3,-4,nt,-11,nt,nt
CCOC(=O)C1=CCN(S(=O)(=O)c2ccc(C)cc2)[C@H]1c1ccccc1Cl,nt,-5,0,8,-3,1,-46,-3
CC(=O)N(C)C[C@H]1Oc2ncc(C#CCC3CCCC3)cc2C(=O)N([C@H](C)CO)C[C@@H]1C,-2,5,-12,nt,6,0,1,1
COc1ccc(C(=O)CSc2nnc(C3CCCCC3)n2N)c(OC)c1,6,6,nt,nt,54,nt,-20,1
O=C(CCCN1C(=O)[C@H]2CC=CC[C@H]2C1=O)NCc1nc(-c2ccc(Cl)cc2)no1,-2,-2,-4,-22,6,9,-8,3
Cc1ccc(-n2c(SCc3cn4ccsc4n3)nc3ccccc3c2=O)cc1,-10,3,nt,nt,12,nt,2,-6
COc1ccc(NS(=O)(=O)c2cn(C)cn2)cc1Cl,6,5,24,-11,2,-15,1,-1
OC(CN1CCCC(C(F)(F)F)C1)c1ccccc1 (configuration not stated),14,5,7,8,16,4,nt,9
Cc1cc(-c2ccc(S(=O)(=O)NCc3ccc(Cl)cc3)cc2)on1,nt,1,0,18,-1,4,nt,0
Cc1cc(C(=O)N2CCN(S(=O)(=O)c3ccccc3)CC2)c(C)o1,1,-2,3,10,3,5,3,-4
Cc1nnc(SCC(=O)NC(=O)Nc2ccc3c(c2)OCCO3)n1N,-10,nt,-13,-114,nt,-33,-3,nt
Cc1ccc(S(=O)(=O)Nc2cccc3c2O[C@H](CN(C)Cc2ccc(-c4ccccc4)cc2)[C@@H](C)CN([C@@H](C)CO)C3=O)cc1,4,0,-8,7,0,5,-5,2
C[C@H](CO)N1C[C@H](C)[C@H](CN(C)Cc2ccc(C(=O)O)cc2)OCCCC[C@H](C)Oc2ccc(NS(C)(=O)=O)cc2C1=O,13,0,12,-1,nt,-8,17,2
CN1CCN(C(=O)C[C@@H]2C[C@@H]3c4cc(NC(=O)NC5CCCCC5)ccc4O[C@@H]3[C@@H](CO)O2)CC1,-13,3,4,-9,2,-5,-2,1
O=C(c1ccco1)N1CCN(C(=O)c2cn(-c3ccccc3)nc2-c2ccccc2)CC1,5,-4,nt,-34,-4,-51,5,1
Cc1cc(C)cc(NC(=O)CSc2nnc(-c3ccccc3C)o2)c1,6,1,nt,nt,1,nt,-12,-1
COc1ccc(S(=O)(=O)Nc2ccc3c(c2)CC(=O)N([C@@H](C)CO)C[C@H](C)[C@H](CN(C)C(=O)Nc2ccc(F)cc2)O3)cc1,-3,3,-23,-2,1,18,-4,-2
CN(C)C(=O)C[C@H]1C[C@@H]2c3cc(NC(=O)Nc4ccccc4)ccc3O[C@@H]2[C@H](CO)O1,-8,-5,1,2,1,5,-3,-5
O=S(=O)(Nc1nc(-c2ccccc2)cs1)c1cc(Cl)ccc1Cl,-4,-5,-34,1,7,14,0,-7
C=CCc1ccc(OCC(O)COc2ccc(CC=C)cc2OC)c(OC)c1,-3,1,nt,nt,-7,nt,-24,-11
CC1CCCN(C(=O)c2ccncc2)C1 (configuration not stated),-20,2,nt,2,16,nt,12,-3
CCOC(=O)Cc1csc(NC(=O)CN2CCCCC2)n1,5,1,3,-5,-10,-9,nt,3
Cc1cc2cc(CN(CCCO)S(=O)(=O)c3cccc4nsnc34)c(=O)[nH]c2cc1C,-9,-2,-10,nt,-80,-3,10,5
# Additional structures follow:
SMILES,ARNT-TACC3 inh,Cneo AK release,GSIS activator,PAX8 inh HTS,Statin myotox sup,LGR2 antag,PGC1a acetyl inh,PglD inh
COCc1ccc(CN2CCC(CO)(CC3CCCCO3)CC2)o1 (configuration not stated),-8,nt,11,-7,nt,-12,-9,nt
O=c1[nH]c(C2CCCN(S(=O)(=O)c3ccccc3F)C2)nc2c1nnn2Cc1ccccc1Cl (configuration not stated),-3,2,28,-1,22,4,nt,3
Cc1ccc(SCc2cc(=O)[nH]c(N3CCN(Cc4ccccc4)CC3)n2)cc1,4,1,-21,nt,nt,23,1,-4
COCCn1c(CN2CCC(Cc3ccccc3)CC2)nc2c1c(=O)n(C)c(=O)n2C,1,4,nt,nt,71*,nt,9,7
CSc1nc(N)n(-c2cc(C(F)(F)F)ccn2)n1,-1,0,nt,-14,-2,nt,1,4
c1ccc(Cn2nnnc2C(c2ccncc2)N2CCOCC2)cc1 (configuration not stated),-22,1,19,nt,0,5,4,3
C[C@@H]1CCCCO[C@@H](CN(C)C(=O)c2ccccc2)[C@H](C)CN([C@H](C)CO)C(=O)c2cc(NS(=O)(=O)c3ccccc3)ccc2O1,5,-2,-13,2,nt,-6,-12,2
C[C@H]1CN([C@@H](C)CO)C(=O)c2cc(NC(=O)Cc3ccccc3)ccc2O[C@H]1CN(C)S(=O)(=O)c1ccccc1,2,-6,-14,21,-32,13,-9,-1
O=P(c1ccccc1)(c1ccccc1)C(O)c1ccccn1 (configuration not stated),1,-2,3,-5,nt,1,9,1
